Compound activity from PubChem.
Dicer inh: human Dicer pre-microRNA cleavage inhibition | Q9UPY3 | cat-ELCCA pre-miR-21 Dicer processing, chemiluminescence; stronger effect = higher value | z-score at 25 µM | 47,000 tested, 6% active | AID 1347074; in the data active = z-score above about 3, passing the limit was not always enough;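 also: plate controls were vehicle for no effect and no enzyme for full effect; higher signal means more uncleaved substrate so more Dicer inhibition; strong numbers were not always called active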
Target sequence (Q9UPY3 whole entry, looked up): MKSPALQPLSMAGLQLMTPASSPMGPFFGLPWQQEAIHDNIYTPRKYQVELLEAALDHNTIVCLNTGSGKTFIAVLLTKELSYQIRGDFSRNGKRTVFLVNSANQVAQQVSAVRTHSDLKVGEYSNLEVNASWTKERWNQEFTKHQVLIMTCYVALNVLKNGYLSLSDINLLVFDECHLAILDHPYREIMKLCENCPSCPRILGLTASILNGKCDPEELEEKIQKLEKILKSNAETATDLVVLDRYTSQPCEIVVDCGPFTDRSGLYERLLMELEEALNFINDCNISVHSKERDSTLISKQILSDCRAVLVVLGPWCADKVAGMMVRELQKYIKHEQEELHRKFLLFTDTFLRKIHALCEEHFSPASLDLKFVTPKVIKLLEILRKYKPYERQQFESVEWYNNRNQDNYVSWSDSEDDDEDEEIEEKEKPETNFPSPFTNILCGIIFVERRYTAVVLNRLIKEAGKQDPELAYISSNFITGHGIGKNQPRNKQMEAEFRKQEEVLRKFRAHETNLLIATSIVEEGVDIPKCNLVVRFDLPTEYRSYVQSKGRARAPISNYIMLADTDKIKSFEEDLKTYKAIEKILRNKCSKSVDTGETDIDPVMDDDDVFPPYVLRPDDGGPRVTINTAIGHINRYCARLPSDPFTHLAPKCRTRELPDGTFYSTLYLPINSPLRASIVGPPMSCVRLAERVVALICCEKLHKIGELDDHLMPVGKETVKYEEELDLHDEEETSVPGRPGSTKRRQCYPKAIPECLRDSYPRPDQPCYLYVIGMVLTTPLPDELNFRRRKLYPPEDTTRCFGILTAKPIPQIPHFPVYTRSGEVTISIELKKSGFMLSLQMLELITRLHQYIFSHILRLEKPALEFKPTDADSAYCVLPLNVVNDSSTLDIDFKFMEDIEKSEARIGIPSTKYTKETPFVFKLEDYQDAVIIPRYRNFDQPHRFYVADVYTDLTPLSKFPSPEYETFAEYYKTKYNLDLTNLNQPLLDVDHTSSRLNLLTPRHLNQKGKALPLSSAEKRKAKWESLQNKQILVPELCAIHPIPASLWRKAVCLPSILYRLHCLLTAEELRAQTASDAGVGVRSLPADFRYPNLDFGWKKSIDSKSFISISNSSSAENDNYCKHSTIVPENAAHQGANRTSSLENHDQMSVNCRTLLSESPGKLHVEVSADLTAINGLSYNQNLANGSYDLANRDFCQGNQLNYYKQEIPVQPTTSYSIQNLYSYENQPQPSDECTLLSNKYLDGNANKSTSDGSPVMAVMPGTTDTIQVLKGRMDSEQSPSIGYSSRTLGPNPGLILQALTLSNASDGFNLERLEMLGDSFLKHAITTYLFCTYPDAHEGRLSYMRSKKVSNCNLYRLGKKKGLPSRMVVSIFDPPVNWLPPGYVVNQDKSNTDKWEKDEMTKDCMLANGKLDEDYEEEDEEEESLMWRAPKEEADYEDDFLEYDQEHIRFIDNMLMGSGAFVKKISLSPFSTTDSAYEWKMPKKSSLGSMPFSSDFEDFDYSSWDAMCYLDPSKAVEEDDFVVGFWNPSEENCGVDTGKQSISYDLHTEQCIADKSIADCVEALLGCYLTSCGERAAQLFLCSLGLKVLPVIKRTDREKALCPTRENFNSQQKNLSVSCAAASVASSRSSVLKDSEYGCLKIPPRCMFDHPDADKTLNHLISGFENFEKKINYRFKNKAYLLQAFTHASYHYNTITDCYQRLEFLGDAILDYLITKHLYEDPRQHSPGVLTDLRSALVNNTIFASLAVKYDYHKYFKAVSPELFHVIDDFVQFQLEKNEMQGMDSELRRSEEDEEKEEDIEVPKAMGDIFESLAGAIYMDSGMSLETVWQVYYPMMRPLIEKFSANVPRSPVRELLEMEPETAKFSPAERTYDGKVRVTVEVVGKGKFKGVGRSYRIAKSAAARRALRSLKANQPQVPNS
Numbers without * were called inactive. These rows are one share of the data (hit frequency here may not be typical).

SMILES | Dicer inh
Fc1ccc(-c2nc3ncccc3o2)cc1 | 3.27*
Cc1ccc(S(=O)(=O)C(C)C(=O)c2ccc(C)c(Cl)c2)cc1 (stereo not drawn) | 1.21
O=C(C(c1ccccc1)c1ccccc1)N1CCN(C2CC3CCC2C3)CC1 (stereo not drawn) | 0.66
CCOC(=O)c1csc(C2COc3ccccc3O2)n1 (stereo not drawn) | -0.29
CCc1ccc2[nH]c(C)c(CN3CCCC3)c(=O)c2c1 | 1.11
O=C1C2C(c3ccc(F)cc3F)OC3(C(=O)c4ccccc4C3=O)C2C(=O)N1c1ccc(Cl)cc1 (stereo not drawn) | -0.02
CSc1cccc(-n2c(CCc3ccc(O)cc3)n[nH]c2=S)c1 | -0.47
N#C/C(=C\Nc1ccc(F)cc1)S(=O)(=O)c1nc2ccccc2s1 | 0.57
COc1ccc(-n2nc3ccc(N)cc3n2)cc1Cl | -5.29
OC[C@@H](O)[C@H](O)C(/C=N/Nc1ccccc1)=N\Nc1ccccc1 | 2.35
CCc1ccc(-n2nnnc2/C=C/N(C)C)cc1 | 1.7
O=C1OC(Nc2ccc([N+](=O)[O-])cn2)c2ccccc21 (stereo not drawn) | -0.83
N#CC1C(=O)NC(N2CCCCC2)=NC12CCCCC2 (stereo not drawn) | -0.3
CC(C)n1c(C(F)(F)F)nc2cc(C(=O)NCc3ccncc3)ccc21 | 0.22
CN(NC(=O)c1ccncc1)c1ccc(C(F)(F)F)cc1[N+](=O)[O-] | -0.71
Cc1ccc2cc(-c3noc(-c4ccc(F)cc4)n3)c(=O)[nH]c2c1 | -0.27
COc1nc2c(c(-c3ccc(C(F)(F)F)cc3)c1C#N)Cc1ccccc1-2 | 1.78
Nc1nc(SCC(=O)c2ccc(Cl)cc2)nc2sc3c(c12)CCCCC3 | -1.4
O=C(Nc1ccccc1F)C1Sc2nnc(-c3ccccc3)n2NC1c1ccc(F)cc1 (stereo not drawn) | -1.02
CCn1c(SCC(=O)Nc2cc(C)nn2-c2ccccc2)nnc1-c1cccs1 | -1
CC(O)=c1c(=O)c2cccc3cccc(c1=O)c32 | -0.13
OCc1nc2ccccc2n1CCCOc1ccccc1 | 1.32
N=C1SCCN1CC(=O)c1ccc(Cl)c(Cl)c1 | -2.01
Cc1cc(C)c(C#N)c(OC(=O)c2c(F)cccc2F)n1 | 71.2*
CCOC(=O)N1CCN(C2CC(=O)N(c3cccc(Cl)c3)C2=O)CC1 (stereo not drawn) | -0.84
Cc1ccc2oc(=O)n(CC(=O)C(C)(C)C)c2c1 | 2.21
Cc1c2c(=O)n(-c3nc4ccccc4s3)nc-2cc(O)n1CCCN1CCOCC1 | 2.7
O=C(Nc1nnc(CCS(=O)(=O)c2ccc(Br)cc2)s1)c1ccc(Cl)cc1 | 14.5
Cc1cc(C(C)(C)C)ccc1NC(=O)COCC(=O)O | 1.34
COc1cccc(NC(=O)Nc2ccc(C(F)(F)F)cn2)c1 | -1.72
CC1=C(Cl)C(=O)OC1(C)CN(C)C (stereo not drawn) | -0.95
O=C1CC(c2ccccc2)c2c(n[nH]c2-c2ccc(Cl)cc2)N1 (stereo not drawn) | 2.52
COC(=O)c1cncc(Br)c1 | 0.59
CCOCCOC(=O)C1=C(C)NC2=C(C(=O)CC(C)(C)C2)C1c1cccc(Cl)c1 (stereo not drawn) | -0.35
Cc1cc(C)c(CSc2nccn2C)c(C)c1 | 0.11
COc1cc(C2C3=C(CCCC3=O)NC3=C2C(=O)CCC3)ccc1O | 0.63
COc1cc(NC(=O)C2CC(=O)NC3=C2C(=O)CCC3)cc(OC)c1 (stereo not drawn) | -0.49
Cc1ccccc1NC(=O)N(Cc1cccs1)C(=O)CC#N | 3.7*
COc1ccc2nc(C)cc(Nc3ccc(Br)cc3)c2c1 | 5.05*
O=c1cc(CSc2n[nH]c(=O)n2-c2cccnc2)c2ccc(O)cc2o1 | -3.64
CC(=O)Oc1ccc2c(=O)c(Oc3ccc(Cl)cc3)c(C)oc2c1 | -2.97
O=C1CC(c2ccccc2)N(c2ccc(OC(F)(F)F)cc2)C(=S)N1 (stereo not drawn) | -0.98
NC(=O)c1ccc(OCC(F)(F)F)nc1 | -1.01
COc1ccc(N2C(=O)c3cccc4cccc(c34)C2=O)cc1OC | 1.1
CCOc1ccc(C2Nc3ccc(C)cc3-c3cc(C)nn32)cc1 (stereo not drawn) | 1.47
Cc1ccc(N2C(=O)CSC23C(=O)Nc2ccccc23)cc1 (stereo not drawn) | 3.82*
CC(=O)Nc1cccc(C(=O)O)c1Cl | -0.77
COc1ccc(OC)c(C2SCCN2S(=O)(=O)c2cccc(C)c2)c1 (stereo not drawn) | -0.76
CCC(=O)OC1CCC2(C)C3C(CC[C@H]2C1)C1C[C@@H](C)[C@](O)(C(C)=O)C1(C)C[C@H]3OC(=O)CC (stereo partly drawn) | -0.29
Cn1c(=O)[nH]c2ncn(C)c2c1=O | -1.74
CC(=O)OC(C(=O)Oc1ccc2c(c1)C(C)=CC(C)(C)N2)c1ccccc1 (stereo not drawn) | 1.33
Cc1cc(NNC(=O)c2cccc(C(F)(F)F)c2)nc2c1c(C)nn2C | 1.77
CCOC(=O)c1ccc(N2C(=O)C3ON(c4ccccc4C)C(c4cccs4)C3C2=O)cc1 (stereo not drawn) | -0.15
Cc1cc(C)n(-c2ccc(Sc3ccccn3)nn2)n1 | -0.2
Cc1[nH]c2ccccc2c1C1(O)C(=O)N(Cc2cccs2)c2ccccc21 (stereo not drawn) | -1.31
CCCCN(C)CC(O)Cn1c2ccccc2c2ccccc21 (stereo not drawn) | 0.49
CCCCCCCCC(=O)Nc1nc2c(s1)CCc1ccccc1-2 | -0.72
Nc1c(Br)cc(Br)cc1C(=O)O | 1.57
Clc1ccccc1C1Nc2ccccc2O1 (stereo not drawn) | 0.47
Cc1ccc(-c2csc(-c3ccc(C4SCCS4)cc3)n2)c(C)c1 | -1.93
Remaining list, next part:
SMILES | Dicer inh
Nn1nnc2ccccc21 | -0.53
CN(NC(=O)c1ccccc1Cl)c1ncc(Cl)cc1C(F)(F)F | 0.17
CC(C)(C)c1cc(C(=O)O)n(Cc2ccccc2)n1 | 0.95
O=C(Nc1ccc(-n2ccc(C(F)(F)F)n2)cc1)C1=Cc2cc(Cl)ccc2OC1 | -0.62
C=CCOc1ccc(CNCCSc2nnnn2C)cc1 | 0.52
O=[N+]([O-])c1cccnc1N/N=C/c1cccc(C(F)(F)F)c1 | -0.5
CCCCCCSc1nc(O)cc(=O)[nH]1 | -3.34
CC(=O)N1CCc2cc(NC(=S)NC3CCCCCC3)ccc21 | 0.21
CC(C)(C)c1ccc(OS(=O)(=O)c2ccc(Oc3c(Cl)cccc3[N+](=O)[O-])cc2)cc1 | -0.66
Cc1nn2c3c(cnc2c1-c1ccccc1)C(=O)CC(c1cccc(Cl)c1)C3 (stereo not drawn) | -0.29
COc1ccc(S(=O)(=O)Nc2nc3c(s2)C(=O)CC(C)(C)C3)cc1 | 1.3
CCCc1cc(=O)oc2cc(OCC(=O)NNS(=O)(=O)c3cccc(Cl)c3)ccc12 | 0
Cc1nc([N+](=O)[O-])c(Sc2nc3ccccc3o2)n1Cc1ccccc1 | -1.03
COc1ccc(CN2CNc3nc4ccccc4n3C2)cc1 | 0.45
COc1cccc(OCC(O)Cn2c(CO)nc3ccccc32)c1 (stereo not drawn) | -0.31
N#Cc1cccc(CSC2=NCN(C3CC3)CN2)c1 | -2.06
Cc1nc(N2C(=O)c3oc4ccccc4c(=O)c3C2c2ccccc2)sc1C (stereo not drawn) | -0.6
CCOC(=O)c1c(NC(=O)c2nc3ncccn3n2)sc2c1CCC(C)C2 (stereo not drawn) | 2.51
CC(C)(C)c1csc(-c2sccc2CSc2ccc(Cl)cc2)n1 | -1.48
CC(=O)/C(C#N)=C(\N=C\N(C)C)SCc1c(Cl)cccc1Cl | 1.17
O=C(O)C(=O)CCc1cccs1 | 2.46
CCOc1ccc(C2C(C(=O)c3ccc(C)cc3)=C(C(=O)OC)Nc3nnnn32)cc1 (stereo not drawn) | 1.47
Nc1nc(N2CCCC2)ncc1S(=O)(=O)c1ccc(Cl)cc1 | -0.34
O=C(NNc1cc(C(F)(F)F)nc2ccccc12)Nc1ccccc1 | 0.19
CC1(C)CC(=O)C2(CNC3=C(C2)C(=O)CC(C)(C)C3)C(=O)C1 | 0.01
CC(C)(C)NC(=S)N/N=C/c1ncc(C(F)(F)F)cc1Sc1ccc(Cl)cc1 | -0.75
COc1cc(CO)cc(-c2cc(CO)cc(OC)c2OC)c1OC | 1.21
CSc1nc(N)nc(CSc2ccc(Cl)cc2)n1 | -1.94
Cc1cc(C)n(CC(C)O)c(=O)c1C#N (stereo not drawn) | -2.73
C=CCNC(=O)c1ccccc1NC(=O)CN1C(=O)c2cccc3cccc1c23 | 0.78
COc1ccc(/C=N/c2nnc(SC)s2)c(O)c1 | 1.59
O=c1[nH]c(-c2ccccc2)nnc1/C=C(\O)c1cccs1 | 0.56
CCCc1cc(=O)[nH]c(SCCOc2ccc(Cl)cc2)n1 | 0.23
Cc1cc2oc3c(c(=O)c2cc1C)C(c1cccc(O)c1)N(c1nccs1)C3=O (stereo not drawn) | 0.19
COc1ccc2[nH]c(C(=O)N3CCCN(C(=O)c4cccs4)CC3)cc2c1 | -1.28
CCOC(=O)c1c(NC(=O)Cn2cnc([N+](=O)[O-])n2)sc2c1CCCC2 | -0.71
O=c1c2ccccc2cnn1-c1ccc2ccccc2c1 | -1.25
O=C1c2c(O)cc(O)cc2OC(c2ccc(O)c(O)c2)C1O (stereo not drawn) | -0.33
COc1ccc(N2CCCCC2)c([N+](=O)[O-])c1 | -1.22
COC(=O)c1ccc2c(c1)N(C)S(=O)(=O)c1cnc(SCC(=O)C(C)(C)C)nc1-2 | -1.27
CC(C)Oc1ccccc1Oc1ccc(N)cn1 | -1.41
CC(=O)Nc1ccc2c(c1)CCCC2=O | -0.27
CCOC(=O)C1=C(C)NC(C)=C(C(=O)OCC)C1 | 0.2
N#Cc1c2n(c3c(=O)n(Cc4ccccc4)cnc13)CCCC2 | -1.05
C#CC(O)(c1ccccc1)c1ccccc1 | 0.09
O=C(CSc1nc2c(c(C(F)(F)F)n1)CCc1ccccc1-2)NCc1ccco1 | -0.58
CC(C)(C)c1ccc(C(=O)/C=c2/[nH]c(=O)/c(=C/c3ccccc3)s2)cc1 | 1.26
Nc1ncnc2c1ncn2C1CCCO1 (stereo not drawn) | -0.68
O=C(CCSc1cccs1)Nc1ccc(Cl)cc1 | -0.96
CSc1sc(C(=O)NNC(=O)c2ccc(Cl)cc2)c2c1C1(CCC2)SCCS1 | 0.18
CC(Sc1nc2c(c(=O)n(C)c(=O)n2C)n1Cc1cc2c(cc1Cl)OCO2)C(=O)O (stereo not drawn) | 1.29
COc1ccc(-c2nnn(-c3ccc(Cl)cc3Cl)c2N)cc1 | 0.41
Cc1ccc(/C(O)=C2/C(=O)C(=O)N(CC(C)C)C2c2ccccn2)cc1 (stereo not drawn) | -0.94
COC(=O)c1ccccc1S(=O)c1cccc2cccc(CO)c12 (stereo not drawn) | -0.77
COC(=O)c1ccc(S(=O)(=O)N2CCN(C)CC2)n1C | 0.45
CCOC(=O)C12CCC(C(=O)OCC)(CC1=O)C(=O)C2 | -0.78
O=C(/C=C(\C(=O)c1ccccc1)c1ccccc1)c1ccc2c(c1)OCCO2 | 0.47
Cc1ccc(C)c(-c2csc(N)n2)c1 | 3.56*
COc1ccc(Br)c(C2Oc3nc(SC)nnc3-c3ccccc3N2C(C)=O)c1 (stereo not drawn) | 1.02
COc1cccc(C(=O)/C=c2\[nH]c(=O)/c(=C\c3ccccc3)s2)c1 | 0.93
(next part)
SMILES | Dicer inh
O=c1oc(-c2ccccc2Cl)nc2ccc(I)cc12 | 2.71
Cc1nn(-c2ccccc2)c(N)c1-c1ccccc1 | 1.28
CC(C)(COC(=O)Nc1ccccc1)COC(=O)Nc1ccccc1 | -1.47
ONC=Nc1ccccc1Sc1nc2cc(Cl)ccc2s1 | 3.06*
Cc1n[nH]c(=O)c2noc(/C=C/c3ccc(C(F)(F)F)cc3)c12 | -0.14
CCOC(=O)c1ccc2nc(C(F)(F)F)nc(NCCCN3CCCC3=O)c2c1 | -0.34
CC(O)CSc1nc2c(c(=O)n(C)c(=O)n2C)n1CCCc1ccccc1 (stereo not drawn) | -0.61
C=CCn1c(=S)sc2c(SCC(N)=O)ncnc21 | -1.59
O=[N+]([O-])c1ccc(Sc2ccccn2)nc1 | -0.24
CC(C)(C)C(=O)NNC(=O)CSc1ncnc2sc3c(c12)CCCC3 | 0.57
CCOC(=O)c1c(NCc2cc(OC)ccc2O)sc2c1CCC2 | 4.08*
CC12N=NCC1C(=O)N(c1ccc(Cl)cc1)C2=O (stereo not drawn) | 3.05*
